# HTR5A inv ag – HTR5A inverse agonists in luminescence cell assay, primary screen, counter-screen for OPRM1-OPRD1 heterodimer inverse agonist project, full-deck HTS; HTR5A cell line, inverse agonism; inhibition, % at 9.3 µM; 340,000 compounds, 0.083% hits; AID 504634, 2011; in the data active = inhibition mostly above about 23%, no sharp cut-off; inactive = mostly below about 18%;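 also: 0% = cells with DMSO and 100% = no-cell wells with DMSO; some compounds called inactive have numbers as strong as hits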
# Target sequence (P47898 whole entry, looked up): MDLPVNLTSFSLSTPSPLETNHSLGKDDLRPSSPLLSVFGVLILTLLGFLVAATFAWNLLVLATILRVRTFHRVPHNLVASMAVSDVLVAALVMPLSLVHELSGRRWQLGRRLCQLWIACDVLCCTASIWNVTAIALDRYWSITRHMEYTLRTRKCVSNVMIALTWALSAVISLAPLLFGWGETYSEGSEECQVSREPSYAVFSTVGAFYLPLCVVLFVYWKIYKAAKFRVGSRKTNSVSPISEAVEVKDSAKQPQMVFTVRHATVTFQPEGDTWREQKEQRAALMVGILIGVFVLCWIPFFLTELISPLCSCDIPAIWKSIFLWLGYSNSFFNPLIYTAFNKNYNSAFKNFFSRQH
# CDK5 p35 inh – inhibitors of human CDK5/p35 kinase, primary screen, biochemical, single concentration | Cyclin-dependent kinase 5 (Homo sapiens) + Cyclin-dependent kinase 5 activator 1 (Homo … | inhibition, % at 10 µM | 330,000 compounds, 0.01% hits | Recombinant CDK5/p35, ADP-Glo luminescence, 60 min;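 active = highest replicate inhibition of at least 50% and at least 75% of replicates reaching 50%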;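 also: plate controls were DMSO neutral control for no effect and GW8510 at 10 µM for full effect; many of its hits are not listed in these tables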
# Wnt act – Wnt/beta-catenin pathway activators, primary screen, cell-based, plate reader, single point; Wnt/beta-catenin reporter cell assay, activator; activation, % at 9.35 µM; 300,000 compounds, 1.2% hits; in the data active = activation above about 30%, passing the limit was not always enough;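 also: 0% = neutral control wells and 100% = positive control wells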
# V-ATPase pHluor – regulators of yeast V-ATPase proton pumping, primary screen, pHLuorin cytosolic pH fluorescence. 350,000 compounds, 0.37% hits. AID 504577, 2011. S. cerevisiae. response, % at 10 µM; in the data active = response mostly above about 7.3%, no sharp cut-off; inactive = mostly below about 5.4%; also: actives read high; inactives centre near 0; some compounds called inactive have numbers as strong as hits; reference of the scale not given here
# NSD2 inh – NSD2 histone methyltransferase inhibitors, primary screen, biochemical, AlphaScreen, single concentration, set 2; NSD2 peptide methylation, 120 min; inhibition, % at 12.5 µM; 310,000 compounds, 0.54% hits; in the data active = inhibition above about 50%
# PvdQ acylase – P. aeruginosa PvdQ acylase inhibitors, primary screen, biochemical, fluorescence, plate reader and imaging, single point. purified PvdQ acylase. 340,000 compounds, 0.063% hits. inhibition, % at 10 µM; in the data active = inhibition above about 30%, passing the limit was not always enough;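 also: 0% = vehicle neutral wells and 100% = reference inhibitor wells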
# dFosB activator – activators of delta FosB homodimer, primary screen, biochemical, fluorescence polarization, TAMRA-CDK5 oligo, single point; Protein FosB (Mus musculus), P13346; activation, % at 25 µM; purified delta FosB; percent of positive-control signal above neutral wells; 340,000 compounds, 0.99% hits;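 active = mean activation above about 17%, with every replicate also reaching it, limit read from the data, passing the limit was not always enough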;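 also: fluorescence polarization rise as delta FosB binds a TAMRA Cdk5 AP-1 oligo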
# Target sequence (P13346 whole entry, looked up): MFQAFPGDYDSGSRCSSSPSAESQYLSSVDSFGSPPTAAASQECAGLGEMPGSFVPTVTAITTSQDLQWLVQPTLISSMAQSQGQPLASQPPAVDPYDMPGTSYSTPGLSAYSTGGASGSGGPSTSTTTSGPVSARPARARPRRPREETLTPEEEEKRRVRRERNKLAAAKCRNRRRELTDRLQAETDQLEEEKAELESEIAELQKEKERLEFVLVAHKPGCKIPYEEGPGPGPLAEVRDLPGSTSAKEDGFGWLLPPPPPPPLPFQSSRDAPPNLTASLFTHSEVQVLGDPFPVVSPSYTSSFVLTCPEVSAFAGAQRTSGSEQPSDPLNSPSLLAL
# MITF TRPM1 HTS – activators of MITF-driven TRPM1 promoter reporter, primary screen, cell-based, SK-MEL-5, luciferase, single point; SK-MEL-5 TRPM1-promoter luciferase, 24 h; % of positive control, neutral wells = 0; activation, % at 12.5 µM; 300,000 compounds, 0.75% hits; AID 588334, 2011;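 active = mean activation of at least 80% with every replicate also reaching 80%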;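 also: 0% = neutral control wells and 100% = parthenolide positive control wells; values of inactives mirror those of a sister screen read the other way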
# HTR5A ag ctr – HTR5A agonists in luminescence cell assay, primary screen, counter-screen for OPRM1-OPRD1 heterodimer agonist project, full-deck HTS | cell-based | AID 504692, 2011 | 5-hydroxytryptamine receptor 5A (Homo sapiens), P47898 | activation, % at 9.3 µM | 340,000 compounds, 0.61% hits; in the data active = activation mostly above about 9.5%, no sharp cut-off; inactive = mostly below about 7.6%;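 also: 0% = cells with vehicle only and 100% = reference agonist; strong numbers were not always called active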
# SR-BI HDL uptake – inhibitors of SR-BI mediated HDL lipid uptake, primary screen, ldlA[mSR-BI] cells, fluorescence, single point; inhibition, % at 12.5 µM; 320,000 compounds, 0.96% hits; AID 488896, 2010; ldlA[mSR-BI] CHO cells, DiI-HDL uptake fluorescence, 3 h;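 active = mean replicate inhibition of at least 70% and a set share of replicates each scoring 70 or more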;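 also: 0% = median of neutral control wells and 100% = median of positive control wells; values of inactives mirror those of a sister screen read the other way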
# * hit, by the source's call; x = no result given. Compounds were not picked by outcome, and some 5% of all compounds hit somewhere here.
SMILES,HTR5A inv ag,CDK5 p35 inh,Wnt act,V-ATPase pHluor,NSD2 inh,PvdQ acylase,dFosB activator,MITF TRPM1 HTS,HTR5A ag ctr,SR-BI HDL uptake
Cc1cc(=O)oc2c3c(cc(OCC(=O)N4CCC[C@H]4C(=O)O)c12)OC(C)(C)CC3,-9,-0.2,-2,0,x,-16,-2,-1,6,3
COC(=O)c1ccc(N2CCOCC2)c(NC(=O)c2cccnc2)c1,-1,-1.1,-1,2,-3,-13,-6,5,-4,-6
COc1cc(CNCc2ccccc2)cc(Cl)c1OC,34,-2.7,0,-3,-2,-1,-10,11,-2,x
O=C(Cc1coc2ccc3ccccc3c12)NCc1cccs1,-5,-0.5,x,-3,-1,14,-9,4,4,-7
CCOC(=O)C1CCN(C(c2cccnc2)c2c(NC(=O)c3ccco3)sc(C)c2C)CC1 (stereo not drawn),18,0.2,0,0,3,-7,-11,-29,-3,7
COCCn1c(N)c(C(=O)OCc2ccccc2)c2nc3ccccc3nc21,7,0.3,x,-3,-9,-18,-3,20,2,4
c1ccc(-c2ncc3ccccn23)cc1,14,-2.3,14,0,4,-14,-1,5,1,4
O=C(COC(=O)c1ccc(F)cc1)Nc1cc(S(=O)(=O)N2CCOCC2)ccc1N1CCCC1,10,0.2,-2,1,0,-4,-20,-16,-4,7
O=C(CC(O)(c1ccccc1)C(F)(F)C(F)F)c1cccs1 (stereo not drawn),13,4.0,5,3,1,-16,0,-1,-5,-19
CCOc1ccccc1NC(=O)CSc1nc(=O)n(Cc2ccncc2)c2c1CCC2,-13,1.6,-1,-1,-3,-7,-12,0,4,7
COc1ccccc1NC(=O)Nc1nn(C)c2cccc(OC)c12,-10,1.4,1,-4,-2,-11,1,x,-5,8
CC1(C)OC(=O)C(=NNc2ccc(Cl)cc2)C(=O)O1,1,-2.7,x,-1,2,-13,-3,-3,-2,-18

# Entries of single compounds as entered above. Screens in order: HTR5A inv ag | CDK5 p35 inh | Wnt act | V-ATPase pHluor | NSD2 inh | PvdQ acylase | dFosB activator | MITF TRPM1 HTS | HTR5A ag ctr | SR-BI HDL uptake
# O=C(COC(=O)c1ccc(F)cc1)Nc1cc(S(=O)(=O)N2CCOCC2)ccc1N1CCCC1 across the screens: 10 | 0.2 | -2 | 1 | 0 | -4 | -20 | -16 | -4 | 7
# c1ccc(-c2ncc3ccccn23)cc1 across the screens: 14 | -2.3 | 14 | 0 | 4 | -14 | -1 | 5 | 1 | 4
# COc1ccccc1NC(=O)Nc1nn(C)c2cccc(OC)c12 across the screens: -10 | 1.4 | 1 | -4 | -2 | -11 | 1 | x | -5 | 8
# O=C(Cc1coc2ccc3ccccc3c12)NCc1cccs1 across the screens: -5 | -0.5 | x | -3 | -1 | 14 | -9 | 4 | 4 | -7
# CC1(C)OC(=O)C(=NNc2ccc(Cl)cc2)C(=O)O1 across the screens: 1 | -2.7 | x | -1 | 2 | -13 | -3 | -3 | -2 | -18

# Next section
SMILES,HTR5A inv ag,CDK5 p35 inh,Wnt act,V-ATPase pHluor,NSD2 inh,PvdQ acylase,dFosB activator,MITF TRPM1 HTS,HTR5A ag ctr,SR-BI HDL uptake
COc1ccc(-c2cccc(NC(=O)COc3ccc(Cl)cc3)c2)nn1,-1,-2.7,x,-1,-5,0,-9,10,0,15
COc1ccc(CNC(=O)CN2C(=O)NC3(CCCCCCC3)C2=O)cc1,-9,0.6,-2,0,19,1,-1,5,2,-7
Cc1ccc(C(=O)N2CCCC(CCC(=O)NCc3ccc(F)c(F)c3)C2)cn1 (stereo not drawn),-7,0.1,3,-9,-5,3,-14,24,0,-14
CC(C)COC(=O)C(C#N)c1nc2ccccc2nc1N1CCN(Cc2ccccc2)CC1 (stereo not drawn),2,0.1,1,0,3,2,-4,-7,-1,19
Cc1cc(S(=O)(=O)N2CCOCC2)ccc1OCC(=O)N1CCCC1,-10,-0.8,5,-5,-7,-16,5,5,3,x
CN1C(=O)NC(c2ccccc2)C2=C1CN(CCc1ccccc1)C2=O (stereo not drawn),4,-0.7,x,0,x,-12,-1,-4,-2,-7
CCN(C(=O)COC(=O)c1cc(=O)[nH]c2ccccc12)c1c(N)n(Cc2ccccc2)c(=O)[nH]c1=O,-15,0.1,0,-1,1,-21,-17,-2,2,17
O=C1C2CCCN2C(=O)N1CCCCN1CCN(CCO)CC1 (stereo not drawn),29,0.7,-1,-3,-4,-14,1,14,-1,-39
COc1c(OC(C)=O)ccc(/C=C/c2ccc3cccc(OCc4ccccc4)c3n2)c1[N+](=O)[O-],-6,0.2,x,-4,4,-12,-10,61,-3,65
CCOc1ccc(C(=O)N(CC)CC(=O)Nc2ccc3c(c2)OCCO3)cc1,-22,1.6,-3,0,-1,-12,-1,x,9,-24
Cc1c(NC(=O)c2cc(-c3ccc(Br)cc3)on2)c(=O)n(-c2ccccc2)n1C,-21,1.2,-1,7,10,3,-6,6,1,8
Cc1cccc(N(CC(=O)NCc2ccccc2)C(=O)Cn2nnc(-c3ccc(C)o3)n2)c1,1,-2.9,x,1,-1,-2,-8,7,2,69

# The final 5 records of the section before lead into the next:
SMILES,HTR5A inv ag,CDK5 p35 inh,Wnt act,V-ATPase pHluor,NSD2 inh,PvdQ acylase,dFosB activator,MITF TRPM1 HTS,HTR5A ag ctr,SR-BI HDL uptake
O=C1C2CCCN2C(=O)N1CCCCN1CCN(CCO)CC1 (stereo not drawn),29,0.7,-1,-3,-4,-14,1,14,-1,-39
COc1c(OC(C)=O)ccc(/C=C/c2ccc3cccc(OCc4ccccc4)c3n2)c1[N+](=O)[O-],-6,0.2,x,-4,4,-12,-10,61,-3,65
CCOc1ccc(C(=O)N(CC)CC(=O)Nc2ccc3c(c2)OCCO3)cc1,-22,1.6,-3,0,-1,-12,-1,x,9,-24
Cc1c(NC(=O)c2cc(-c3ccc(Br)cc3)on2)c(=O)n(-c2ccccc2)n1C,-21,1.2,-1,7,10,3,-6,6,1,8
Cc1cccc(N(CC(=O)NCc2ccccc2)C(=O)Cn2nnc(-c3ccc(C)o3)n2)c1,1,-2.9,x,1,-1,-2,-8,7,2,69
Cc1cccc(CN2CCCC(C(=O)c3ccc4c5c(cccc35)CC4)C2)n1 (stereo not drawn),-15,-2.9,-3,1,5,2,-6,-1,5,0
Cc1cccn2c(=O)c3cc(C(=O)NCc4ccc(F)cc4)c(=N)n(CCCN4CCOCC4)c3nc12,-33,0.9,2,-2,-1,-5,-6,7,-5,x
CC(C)c1ccc(COC(=O)CN2C(=O)NC3(CCCCC3C)C2=O)cc1 (stereo not drawn),5,1.1,11,0,0,-5,-12,-2,-2,3
C#CCOCCOCCOCCNc1nc(N2CCN(C(=O)Cn3cc(CCCN=C(N)N)nn3)CC2)nc(N2CCN(C(=O)[C@H](CCCCN)n3cc(CCCC)nn3)CC2)n1,7,0.4,-4,-2,x,-20,7,2,-4,-32
COC(=O)Oc1ccc(/C=N/NC(=O)CN(c2ccccc2Br)S(C)(=O)=O)cc1OC,-3,0.2,-3,2,-1,-12,-13,-2,1,24
O=C(CC1SC(=O)NC1=O)Nc1ccc(Cl)cc1 (stereo not drawn),23,0.5,-5,5,-1,-14,5,3,-4,-34
CC(=O)c1sc(NC(=O)c2ccc(C)c(C)c2)nc1C,16,-1.9,16,1,-2,-5,23*,64,0,17
CCCc1noc(-c2ccc(-c3ccccc3)cc2)n1,-1,-0.6,39*,-2,-7,-5,-7,x,-1,24
O=C(O)Cc1ccc(NS(=O)(=O)c2c(Cl)cccc2Cl)cc1,-4,0.0,0,-2,2,-15,-9,3,6,7
COc1cccc(C(=O)Nc2ccc(C(=O)O)cc2)c1,-1,3.9,x,-3,-1,5,-2,6,4,-15
COc1cccc(C(=O)N2CCC(n3nccc3NC(=O)CCOc3ccccc3)CC2)c1,10,-1.1,2,5,-3,-1,-5,7,-3,17
O=C(Nc1nnc(CCc2ccccc2)s1)c1cccs1,1,0.7,x,2,-6,-3,1,26,0,18
CCC1=C(OC(=O)N(CC)CC)N2C(=O)OC(=NCC3CC3)[C@]2(Cc2ccccc2)[C@H]2C1=CC[C@H]1C(=O)N(C)C(=O)[C@H]12,-18,-0.1,-4,0,x,-6,-12,2,4,-10
O=C(COC(=O)c1ccc(Br)o1)NC12CC3CC(CC(C3)C1)C2,12,0.9,3,0,3,-3,-10,6,-5,-15
CN1C(=O)C(C(=O)NC(C)(C)C)C2c3ccccc3OC13CCCCC23 (stereo not drawn),8,-1.8,-2,-2,0,-2,-13,x,-1,-2
Cc1ccc(OCC(=O)O/N=C(\N)Cc2ccc(Cl)cc2)cc1,-11,-0.5,3,-2,0,-14,0,-3,1,-24
O=C(CCc1ccccc1)NCc1cccnc1,-13,-0.7,-3,0,21,-4,0,x,4,-14
O=C(O)C(Oc1ccc2c(-c3ccccc3)cc(=O)oc2c1)c1ccccc1 (stereo not drawn),-22,-0.5,0,1,0,-3,-14,-6,4,x
O=S(=O)(Nc1ccccc1O)c1ccc(-c2ccccc2)cc1,-19,-3.8,1,-1,10,-9,-6,5,2,29
O=C1NC2(CCCCCC2)Oc2ccccc21,-1,-0.2,-3,-1,0,3,-5,1,0,10
CCC(=O)Nc1cccc(C(=O)/C=C/c2ccccc2)c1,x,1.6,x,x,7,13,-2,-6,x,-2
O=C(O)CC1C(=O)NCCN1C/C=C/c1ccccc1 (stereo not drawn),-2,0.7,-2,12,x,2,-7,x,1,-1
CC(C)(CN1CCN(c2ccccc2)CC1)NS(=O)(=O)c1ccccc1,-5,0.4,1,8,2,6,-6,-10,2,5
COCCNC(=O)/C(C#N)=C/c1cccc(/C=C(\C#N)C(=O)NCCOC)c1,10,-0.7,4,3,9,4,-10,-66,-4,14
O=C(O)c1ccc(Cl)c(S(=O)(=O)Nc2ccc(OCc3ccccc3)cc2)c1,-40,-1.0,0,-2,1,-4,-2,60,-2,x
O=S(=O)(c1ccccc1)N1CCN=C1SCc1ccccc1,11,0.1,0,x,-2,10,-8,8,2,-17
O=C(COc1ccccc1F)Nc1ccc(S(=O)(=O)N2CCCC2)cc1,-10,-6.3,3,-1,0,-12,-3,4,4,-6
Cc1cnc(NS(=O)(=O)c2ccccc2)c(C)n1,-11,-5.4,2,2,-2,0,-5,1,3,-10
Nc1ccc2nc(SCC(=O)N3CCN(c4ccccc4)CC3)sc2c1,-3,-1.1,0,0,1,-8,-4,-2,1,15
CCOC(=O)c1ccc(-c2ccc(/C=N/NC(=O)CN(c3ccccc3Br)S(C)(=O)=O)o2)cc1,17,0.9,-1,2,0,-11,-1,20,0,15

# Compound activity: PubChem BioAssay, several laboratories
